Screens (PubChem)
hIAP block = blocks human intestinal alkaline phosphatase; purified IAP, CDP-Star luminescence, 30 min; inhibition, % at 10 µM; 330,000 tested, 0.12% active; AID 2544;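 active = inhibition reaching a set limit with compound at 10 µM in the primary screen, cut at about 35% in these data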;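 note: plate controls were DMSO wells with enzyme for no effect and no-enzyme buffer wells for full effect; values of inactives mirror those of a sister screen read the other way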
mIAP block = blocks mouse intestinal alkaline phosphatase. purified mouse IAP, CDP-Star luminescence, 30 min. inhibition, % at 10 µM. 330,000 tested, 0.2% active. AID 2806;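 active = inhibition of at least 40% at 10 µM in the primary screen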;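 note: plate controls were DMSO with enzyme for no effect and no enzyme wells for full effect; values of inactives mirror those of a sister screen read the other way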
mIAP act = mouse IAP activation | muIAP, CDP-Star luminescence, 30 min; active compounds read high; 1 = vehicle-only enzyme signal, 0 = enzyme-free wells | activation factor at 10 µM | 330,000 tested, 0.24% active | AID 2805;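 active = activation factor of at least 2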; note: the source names both 10 and 20 µM as test concentration; values of inactives mirror those of a sister screen read the other way
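System: mouse IAP enzyme. Reagent: CDP-Star chemiluminescent phosphatase substrate. Benchmarks: DMSO wells, no-enzyme wells. Times: 30 min enzyme-substrate-compound incubation at room temperature. Detection: luminescence from enzymatic CDP-Star hydrolysis. Doses: test compounds delivered from DMSO solution.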
beta cell repl = MIN6 beta-cell proliferation induction; MIN6 cells proliferation, ATPlite luminescence, 48 h; cells starved in 0.2% serum; 100% = growth in 10% serum; proliferation, % at 10 µM; 330,000 tested, 0.29% active;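 active = compounds whose signal lies at least 3.5 SD above the mean of all wells on their plate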;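 note: 0% = DMSO-treated cells in low-serum medium and 100% = 10% serum control; some compounds called inactive have numbers as strong as hits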
APOBEC3G inh = APOBEC3G (human) deaminase inhibition | 330,000 tested, 0.28% active | recombinant A3G, ssDNA deamination FAM/TAMRA fluorescence | inhibition, % at 20 µM;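 active = inhibition of at least 40% at 20 µM, with no more than 30% in the related APOBEC3A deaminase screen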;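 note: plate controls were DMSO wells with A3G for no effect and wells lacking A3G enzyme for full effect; some compounds called inactive have numbers as strong as hits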
Target sequence (Q9HC16 whole entry, looked up): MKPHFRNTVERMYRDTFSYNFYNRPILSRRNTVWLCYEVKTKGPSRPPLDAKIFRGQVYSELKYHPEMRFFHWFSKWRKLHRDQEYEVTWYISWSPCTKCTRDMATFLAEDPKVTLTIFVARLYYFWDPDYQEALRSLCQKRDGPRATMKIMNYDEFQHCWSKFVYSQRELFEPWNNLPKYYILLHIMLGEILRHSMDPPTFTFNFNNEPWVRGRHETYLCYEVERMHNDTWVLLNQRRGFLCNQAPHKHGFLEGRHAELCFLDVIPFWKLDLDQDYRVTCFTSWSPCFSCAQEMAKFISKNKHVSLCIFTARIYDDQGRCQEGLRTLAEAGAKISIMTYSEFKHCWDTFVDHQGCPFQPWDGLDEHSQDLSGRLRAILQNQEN
APOBEC3A inh = inhibitors of human APOBEC3A DNA deaminase | recombinant A3A, FAM/TAMRA ssDNA deamination fluorescence | inhibition, % at 20 µM | 330,000 tested, 0.41% active;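 active = at least 40% inhibition at 20 µM here, with at most 30% in a related deaminase screen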;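 note: plate controls were A3A with DMSO for no effect and wells lacking A3A enzyme for full effect; some results filed as inactive read as strong as hits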
Target sequence (P31941 whole entry, looked up): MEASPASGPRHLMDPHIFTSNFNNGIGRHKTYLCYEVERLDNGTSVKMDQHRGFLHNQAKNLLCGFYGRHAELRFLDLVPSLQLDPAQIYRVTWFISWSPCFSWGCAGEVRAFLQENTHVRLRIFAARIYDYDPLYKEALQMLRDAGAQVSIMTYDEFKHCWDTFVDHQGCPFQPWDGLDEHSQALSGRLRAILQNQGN
NALP3 yeast inh = inhibitors of NALP3 inflammasome in yeast; inhibition, % at 10 µM; Yeast reconstituted NLRP3/ASC/caspase-1, beta-gal luminescence, 24 h; 330,000 tested, 0.39% active;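 active = inhibition of 50% or more; inactive = inhibition below 50%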;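 note: plate controls were induced DMSO wells for no effect and uninduced yeast grown without galactose for full effect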
TIM10 inh = growth inhibitors of TIM10 yeast strain; S. cerevisiae TIM10 strain growth, BacTiter-Glo luminescence, 24 h; inhibition, % at 10 µM; 330,000 tested, 1.4% active; AID 463195;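 active = inhibition of 40% or more at the single tested concentration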;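 note: wild-type TIM10 isogenic control strain grown at permissive 25 °C; 0% = DMSO yeast wells and 100% = minimal medium wells without yeast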
tim10-1 inh = tim10-1 yeast growth inhibition | S. cerevisiae tim10-1 ts strain growth, BacTiter-Glo, 24 h | 330,000 tested, 2.2% active | inhibition, % at 20 µM;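 active = inhibition of at least 40%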;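 note: mutant grown at 25 °C; 0% = DMSO wells with yeast and 100% = wells holding no yeast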
Starred values were filed as active, the others as inactive.

The first two entries as a preview:
[1] COc1ccccc1NC(=O)COC(=O)c1cc([N+](=O)[O-])ccc1N1CCCC1
[2] O=C(NCc1cccnc1)c1ccccc1NS(=O)(=O)c1ccc(F)cc1F
entry no.	1	2
mIAP act	0.92	1
mIAP block	8	-3
hIAP block	8	0
beta cell repl	1	-1
NALP3 yeast inh	14	4
TIM10 inh	5	-8
APOBEC3G inh	-7	-10
tim10-1 inh	7	9
APOBEC3A inh	-3	0

The listing, from the first entry:
[1] COc1ccccc1NC(=O)COC(=O)c1cc([N+](=O)[O-])ccc1N1CCCC1
[2] O=C(NCc1cccnc1)c1ccccc1NS(=O)(=O)c1ccc(F)cc1F
[3] O=C(Nc1nc(-c2ccc(Cl)cc2)cs1)c1cccnc1
[4] Nc1nccnc1C(=O)OCC(=O)NNC(=O)c1ccccc1
[5] COc1ccc(CC(C)N2CCN(c3ccccc3)CC2)cc1OC (stereo not given)
[6] O=C1OC(c2ccccc2)=C/C1=C\N1CCOCC1
entry no.	1	2	3	4	5	6
mIAP act	0.92	1	1.1	0.84	1.1	1.1
mIAP block	8	-3	-9	16	-12	-8
hIAP block	8	0	8	8	5	-3
beta cell repl	1	-1	1	1	-2	-5
NALP3 yeast inh	14	4	6	-3	4	23
TIM10 inh	5	-8	5	0	-16	22
APOBEC3G inh	-7	-10	1	-1	-2	1
tim10-1 inh	7	9	18	-15	-3	27
APOBEC3A inh	-3	0	2	0	-2	1

[7] CN1CCN(c2nc3c(c(=O)[nH]c(=O)n3C)n2Cc2ccccc2F)CC1
[8] N#Cc1c(F)cccc1N1CCN(Cc2ccc3c(c2)OCO3)CC1
[9] C/C=C(\C)C(=O)Nc1cccc(C2=NOC3(C2)C[C@@H](C(N)=O)N(C(=O)c2ccccc2C(=O)c2ccccc2)C3)c1 (stereo not given in full)
[10] C=CCn1c(SCC(=O)Nc2nccs2)nnc1-c1cc2cccc(OC)c2o1
[11] O=C(Cc1ccc(Cl)c(Cl)c1)N/N=C/c1cccnc1
[12] CCOc1ccc(C(=O)NCC(=O)OCC(=O)Nc2cccc(S(=O)(=O)N3CCCC3)c2)cc1
entry no.	7	8	9	10	11	12
mIAP act	1	0.96	0.96	0.96	0.99	1
mIAP block	-5	4	4	4	1	-3
hIAP block	-24	-11	-1	-21	4	-20
beta cell repl	-1	0	-2	0	-1	-2
NALP3 yeast inh	3	3	-5	10	20	2
TIM10 inh	-6	16	-7	-20	-6	-11
APOBEC3G inh	-8	-1	-2	-1	-6	-4
tim10-1 inh	7	24	-8	21	-1	-1
APOBEC3A inh	-1	1	6	-2	-1	0

[13] COc1cc(OC)c(NC(=O)Cc2cccs2)cc1Cl
[14] COCC(C)n1c(C)cc(C(=O)COC(=O)c2cnc(Cl)c(Cl)c2)c1C (stereo not given)
[15] CC(OCC(O)CNCC1COc2ccccc2O1)c1ccc(Cl)cc1 (stereo not given)
[16] COc1cc(OC)cc(C(=O)Nc2ccc(NC(=O)c3ccco3)c(Cl)c2)c1
[17] CCOc1cccc(C(=O)NC(=S)Nc2cccc(NC(=O)c3ccccc3Cl)c2)c1
[18] CN1CCN(C(=O)c2ccc(Cl)cc2)CC1
entry no.	13	14	15	16	17	18
mIAP act	1	0.92	1	0.91	0.77	0.98
mIAP block	-2	8	-2	9	23	2
hIAP block	-1	6	19	1	9	11
beta cell repl	-1	-3	-4	-3	-7	1
NALP3 yeast inh	28	28	23	4	5	19
TIM10 inh	-2	4	-10	6	5	4
APOBEC3G inh	-6	1	-7	-7	0	-6
tim10-1 inh	10	6	-22	-8	12	3
APOBEC3A inh	-6	-4	-4	2	-6	0

[19] CCC(=O)NC(=S)Nc1ccccc1OC
[20] c1ccc(OCCCn2nnc(-c3cccnc3)n2)cc1
[21] Cc1cc(C)c(OCCCCN2CCC(C)CC2)c(Br)c1
[22] Cc1cc([N+](=O)[O-])nn1Cc1ccccc1F
[23] O=C(COC(=O)c1cnccn1)c1ccc([N+](=O)[O-])cc1
[24] Cc1ccc(NC(=O)COC(=O)CCC(=O)c2cccs2)cc1C
entry no.	19	20	21	22	23	24
mIAP act	0.92	0.96	1	0.96	0.98	0.94
mIAP block	8	4	-2	4	2	6
hIAP block	7	12	4	-8	-16	1
beta cell repl	-3	-1	-6	-1	-2	-3
NALP3 yeast inh	-4	17	19	-19	8	7
TIM10 inh	-4	3	-28	-4	-2	-10
APOBEC3G inh	-6	-8	-3	-4	1	-7
tim10-1 inh	1	-12	-62	8	-4	13
APOBEC3A inh	-3	-4	-5	-1	0	-2

[25] Cc1cc(NS(=O)(=O)c2ccc(NC(=O)c3ccc(Cl)cc3Cl)cc2)no1
[26] CC(=O)C1=C(O)C(=O)N(CCN2CCOCC2)C1c1ccccc1 (stereo not given)
[27] CN(C)c1ccc(S(=O)(=O)NCC(=O)NCc2ccccc2)cc1[N+](=O)[O-]
[28] COc1ccccc1NC(=O)CSc1nnc(NC(=O)c2ccco2)s1
[29] COc1ccc(C(C)=O)cc1CN1C(=O)C(C)N(c2ccc(C)cc2)C1=O (stereo not given)
[30] O=C(CN(CC1CCCO1)C(=O)CNS(=O)(=O)c1ccc(Cl)cc1)NC1CCCCC1 (stereo not given)
entry no.	25	26	27	28	29	30
mIAP act	1	1	0.97	0.91	1	1
mIAP block	-4	0	3	9	-2	-3
hIAP block	17	-3	11	-21	-6	-11
beta cell repl	2	1	-4	0	0	2
NALP3 yeast inh	17	18	16	16	12	13
TIM10 inh	-11	13	6	19	9	5
APOBEC3G inh	-2	-2	-2	-8	1	0
tim10-1 inh	-10	5	5	5	23	2
APOBEC3A inh	1	2	1	-3	2	1

Another view of part of the listing above:
No. | SMILES | mIAP act | mIAP block | hIAP block | beta cell repl | NALP3 yeast inh | TIM10 inh | APOBEC3G inh | tim10-1 inh | APOBEC3A inh
27 | CN(C)c1ccc(S(=O)(=O)NCC(=O)NCc2ccccc2)cc1[N+](=O)[O-] | 0.97 | 3 | 11 | -4 | 16 | 6 | -2 | 5 | 1
28 | COc1ccccc1NC(=O)CSc1nnc(NC(=O)c2ccco2)s1 | 0.91 | 9 | -21 | 0 | 16 | 19 | -8 | 5 | -3

Additional results follow:
[31] c1coc(Cn2c(SCc3nc4ccccc4[nH]3)nnc2-c2cccs2)c1
[32] CCC(C)(C)NC(=O)C(c1cccs1)N(C(=O)c1ccn[nH]1)c1ccccc1 (stereo not given)
[33] O=C(Nc1ccc(F)cc1)C(=O)C1C(=O)Nc2ccccc21 (stereo not given)
[34] COc1ccc(S(=O)(=O)N2CCCCC2)cc1C(=O)Nc1cc(C)on1
[35] COc1ccc(OCCCC(=O)Nc2cccc(S(=O)(=O)N3CCCCCC3)c2)cc1
[36] COc1ccc(NC(=O)c2ccccc2[N+](=O)[O-])cc1OC
entry no.	31	32	33	34	35	36
mIAP act	0.75	1	0.91	0.98	1.2	1.1
mIAP block	25	-1	9	2	-15	-6
hIAP block	-25	5	3	-9	6	9
beta cell repl	0	1	-1	-2	-5	0
NALP3 yeast inh	13	-16	36	1	11	0
TIM10 inh	15	16	28	0	3	13
APOBEC3G inh	1	-1	-1	-4	7	3
tim10-1 inh	20	19	-29	26	21	16
APOBEC3A inh	8	-1	-2	-3	1	0

Ordered by value in hIAP block (rising): five from the list above
| entry | SMILES | mIAP act | mIAP block | hIAP block | NALP3 yeast inh | APOBEC3G inh | APOBEC3A inh |
| --- | --- | --- | --- | --- | --- | --- | --- |
| 10 | C=CCn1c(SCC(=O)Nc2nccs2)nnc1-c1cc2cccc(OC)c2o1 | 0.96 | 4 | -21 | 10 | -1 | -2 |
| 26 | CC(=O)C1=C(O)C(=O)N(CCN2CCOCC2)C1c1ccccc1 (stereo not given) | 1 | 0 | -3 | 18 | -2 | 2 |
| 19 | CCC(=O)NC(=S)Nc1ccccc1OC | 0.92 | 8 | 7 | -4 | -6 | -3 |
| 4 | Nc1nccnc1C(=O)OCC(=O)NNC(=O)c1ccccc1 | 0.84 | 16 | 8 | -3 | -1 | 0 |
| 17 | CCOc1cccc(C(=O)NC(=S)Nc2cccc(NC(=O)c3ccccc3Cl)c2)c1 | 0.77 | 23 | 9 | 5 | 0 | -6 |

The list continues.
[37] O=C(CCn1ccc2cc(S(=O)(=O)N3CCCC3)ccc21)NCc1ccccc1
[38] O=C(CCS(=O)(=O)c1cccc2nsnc12)N1CCN(c2ccccc2F)CC1
[39] COC(=O)C1=C(C)C(c2ccc(OC)cc2)NC(=O)N1 (stereo not given)
[40] Cc1ccc(-c2csc(NCCn3c(-c4ccncc4)nc4cc(C(F)(F)F)ccc43)n2)cc1
[41] COc1ccccc1N1CCN(S(=O)(=O)c2ccc(-c3cnc(C4CC4)o3)cc2)CC1
[42] Cc1c(C)c2c(OCC(=O)NCC(C)C)cc3c(c2oc1=O)CCC(C)(C)O3
entry no.	37	38	39	40	41	42
mIAP act	1.1	1	0.97	0.84	0.93	1.1
mIAP block	-7	-5	3	16	7	-8
hIAP block	-12	-11	14	-15	-2	-2
beta cell repl	-4	-2	0	-5	-4	-3
NALP3 yeast inh	-5	11	15	15	10	15
TIM10 inh	2	-12	3	22	6	-8
APOBEC3G inh	-3	-3	-6	-8	-2	0
tim10-1 inh	-7	13	0	35	21	19
APOBEC3A inh	-5	2	-2	-3	1	0

[43] O=C(NCc1nnc(SCC(=O)N2CCN(c3ccccc3)CC2)o1)c1c(F)cccc1F
[44] N#C/C(=C\c1ccc(O)c(O)c1)C(=O)NCCc1ccccc1
[45] COC(=O)C1CCN(C(=O)c2ccc(OC3CCN(Cc4ccccn4)CC3)cc2)CC1
[46] O=[N+]([O-])c1ccc(CSC2=NCCN2)cc1
[47] C/C(=N/NC(=O)CNC(=O)COc1cccc(C)c1)c1ccco1
[48] Cc1ccc(Nc2nc(-c3c(C)nc4ccccn34)cs2)cc1
entry no.	43	44	45	46	47	48
mIAP act	1.1	0.7	1.1	0.95	1.1	1.1
mIAP block	-13	30	-6	5	-5	-7
hIAP block	-23	35	-10	7	-4	6
beta cell repl	2	-2	-3	-2	2	-5
NALP3 yeast inh	15	29	6	3	21	20
TIM10 inh	-1	-6	5	-4	-8	58*
APOBEC3G inh	-6	-4	1	1	-5	-4
tim10-1 inh	-7	9	6	-12	-8	51*
APOBEC3A inh	-4	-5	5	-2	-1	5

[49] COC(=O)CCNC(=O)CCc1ccc(S(=O)(=O)N2CCCCCC2)cc1
[50] C/C(=N\NC(=O)Cn1nc(C)c([N+](=O)[O-])c1C)c1ccc(O)cc1
[51] COC(=O)c1ccc(C)c(NC(=O)c2nn(C)c(=O)c3ccccc23)c1
[52] Cc1ccc(C(C)C)c(OCC(=O)N/N=C/c2ccc(S(=O)(=O)O)o2)c1
entry no.	49	50	51	52
mIAP act	1.1	0.99	0.9	0.99
mIAP block	-5	1	10	1
hIAP block	1	-10	20	0
beta cell repl	-2	0	3	1
NALP3 yeast inh	20	0	15	7
TIM10 inh	-8	2	5	5
APOBEC3G inh	-3	4	-5	-7
tim10-1 inh	3	-7	9	-1
APOBEC3A inh	2	4	0	-3
